Screening data deposited in PubChem BioAssay by Sanford-Burnham Center for Chemical Genomics.
beta cell repl = inducers of MIN6 beta-cell proliferation, primary screen, ATP luminescence, uHTS. actives 0.29% (n = 330,000). AID 2380, 2010. MIN6 cells proliferation, ATPlite luminescence, 48 h; cells starved in 0.2% serum; 100% = growth in 10% serum. proliferation, % at 10 µM;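 active means compounds whose signal lies at least 3.5 SD above the mean of all wells on their plate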;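 further: 0% = DMSO-treated cells in low-serum medium and 100% = 10% serum control; some compounds called inactive have numbers as strong as hits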
TIM10 inh = growth inhibitors of isogenic TIM10 control yeast, primary screen, counter-screen for tim10-1 yeast inhibitor project, luminescence, uHTS | S. cerevisiae TIM10 strain growth, BacTiter-Glo luminescence, 24 h | inhibition, % at 10 µM | actives 1.4% (n = 330,000) | AID 463195, 2010;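 active means inhibition of 40% or more at the single tested concentration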;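 further: wild-type TIM10 isogenic control strain grown at permissive 25 °C; 0% = DMSO yeast wells and 100% = minimal medium wells without yeast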
mIAP activ = activators of mouse IAP, primary screen, biochemical, luminescence, uHTS. intestinal alkaline phosphatase [Mus musculus]. muIAP, CDP-Star luminescence, 30 min; hits give high values; 1 = vehicle-only enzyme signal, 0 = enzyme-free wells. activation factor at 10 µM. actives 0.24% (n = 330,000). AID 2805, 2010;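 active means activation factor of at least 2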; further: the source names both 10 and 20 µM as test concentration; values of inactives mirror those of a sister screen read the other way
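Assay system: mouse IAP enzyme; Reagent: CDP-Star chemiluminescent phosphatase substrate; Compound: DMSO-dissolved test compounds; Incubation: 30 min, room temperature; Technique: luminescence from enzymatic CDP-Star hydrolysis; Controls: DMSO-only wells and no-enzyme negative control.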
NLRP3 yeast inh = NALP3 inflammasome inhibitors in reconstituted yeast, primary screen, luminescence, uHTS. inhibition, % at 10 µM. Yeast reconstituted NLRP3/ASC/caspase-1, beta-gal luminescence, 24 h. actives 0.39% (n = 330,000). AID 2825, 2010;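 active means inhibition of 50% or more; inactive means inhibition below 50%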;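 further: plate controls were induced DMSO wells for no effect and uninduced yeast grown without galactose for full effect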
mIAP inh = inhibitors of mouse IAP, primary screen, biochemical, luminescence, uHTS | AID 2806, 2010 | purified mouse IAP, CDP-Star luminescence, 30 min | inhibition, % at 10 µM | intestinal alkaline phosphatase [Mus musculus] | actives 0.2% (n = 330,000);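 active means inhibition of at least 40% at 10 µM in the primary screen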;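 further: plate controls were DMSO with enzyme for no effect and no enzyme wells for full effect; values of inactives mirror those of a sister screen read the other way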
hIAP inh = human IAP inhibitors, primary screen, biochemical, luminescence, uHTS; purified IAP, CDP-Star luminescence, 30 min; inhibition, % at 10 µM; actives 0.12% (n = 330,000);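 active means inhibition reaching a set limit with compound at 10 µM in the primary screen, cut at about 35% in these data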;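 further: plate controls were DMSO wells with enzyme for no effect and no-enzyme buffer wells for full effect; values of inactives mirror those of a sister screen read the other way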
Target sequence (P09923 whole entry, looked up): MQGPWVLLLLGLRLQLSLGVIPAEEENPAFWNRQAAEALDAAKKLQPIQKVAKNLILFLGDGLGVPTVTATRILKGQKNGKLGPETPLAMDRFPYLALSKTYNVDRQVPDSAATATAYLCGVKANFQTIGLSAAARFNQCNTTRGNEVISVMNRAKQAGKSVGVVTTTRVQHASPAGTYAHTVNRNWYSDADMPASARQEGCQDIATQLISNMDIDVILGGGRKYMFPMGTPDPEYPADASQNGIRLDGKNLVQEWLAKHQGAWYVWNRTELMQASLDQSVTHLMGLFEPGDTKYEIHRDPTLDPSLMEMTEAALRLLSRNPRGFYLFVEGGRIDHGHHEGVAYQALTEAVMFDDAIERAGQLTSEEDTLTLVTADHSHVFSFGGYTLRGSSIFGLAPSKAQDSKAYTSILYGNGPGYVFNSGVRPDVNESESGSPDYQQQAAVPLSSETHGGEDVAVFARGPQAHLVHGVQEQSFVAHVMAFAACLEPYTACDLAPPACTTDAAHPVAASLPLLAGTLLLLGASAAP
tim10-1 inh = growth inhibitors of tim10-1 mutant yeast, primary screen, luminescence, uHTS | S. cerevisiae tim10-1 ts strain growth, BacTiter-Glo, 24 h | inhibition, % at 20 µM | actives 2.2% (n = 330,000);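 active means inhibition of at least 40%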;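 further: mutant grown at 25 °C; 0% = DMSO wells with yeast and 100% = wells holding no yeast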
A3G deaminase = APOBEC3G DNA deaminase inhibitors, primary screen, biochemical, fluorescence, single-stranded DNA substrate, uHTS. DNA dC->dU-editing enzyme APOBEC-3G (Homo sapiens), Q9HC16. recombinant A3G, ssDNA deamination FAM/TAMRA fluorescence. inhibition, % at 20 µM. actives 0.28% (n = 330,000). AID 493012, 2011;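 active means inhibition of at least 40% at 20 µM, with no more than 30% in the related APOBEC3A deaminase screen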;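 further: plate controls were DMSO wells with A3G for no effect and wells lacking A3G enzyme for full effect; some compounds called inactive have numbers as strong as hits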
APOBEC3A inh = APOBEC3A ssDNA deaminase inhibitors, primary screen, selectivity assay for APOBEC3G inhibitor project, biochemical, FAM/TAMRA oligo cleavage fluorescence | actives 0.41% (n = 330,000) | inhibition, % at 20 µM | recombinant A3A, FAM/TAMRA ssDNA deamination fluorescence | DNA dC->dU-editing enzyme APOBEC-3A (Homo sapiens), P31941;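 active means at least 40% inhibition at 20 µM here, with at most 30% in a related deaminase screen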;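 further: plate controls were A3A with DMSO for no effect and wells lacking A3A enzyme for full effect; some results filed as inactive read as strong as hits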
Target sequence (P31941 whole entry, looked up): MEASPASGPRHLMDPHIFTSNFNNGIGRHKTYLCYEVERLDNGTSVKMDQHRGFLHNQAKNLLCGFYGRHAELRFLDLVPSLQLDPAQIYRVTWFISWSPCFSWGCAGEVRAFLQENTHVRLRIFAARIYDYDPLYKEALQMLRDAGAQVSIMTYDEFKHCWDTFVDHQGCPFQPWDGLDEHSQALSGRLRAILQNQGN
* hit, by the source's call.

Results for COc1ccc(NC(=S)NCc2cccs2)cc1 ?
beta cell repl: 0; TIM10 inh: 4; mIAP activ: 1.1; NLRP3 yeast inh: 11; mIAP inh: -6; hIAP inh: 2; tim10-1 inh: -1; A3G deaminase: -2; APOBEC3A inh: -3

What do the screens show for `O=C(C[n+]1cc(Br)cc(Br)c1)c1cccc([N+](=O)[O-])c1`?
beta cell repl: -1; TIM10 inh: 4; mIAP activ: 1; NLRP3 yeast inh: -3; mIAP inh: -1; hIAP inh: -12; tim10-1 inh: 25; A3G deaminase: -1; APOBEC3A inh: -1

How did COc1cc(C(=O)ON=C2C=C(C)C(=O)C(C)=C2)cc(OC)c1OC do in these assays?
beta cell repl: 5; TIM10 inh: 26; mIAP activ: 0.9; NLRP3 yeast inh: 3; mIAP inh: 10; hIAP inh: 10; tim10-1 inh: 29; A3G deaminase: -6; APOBEC3A inh: -3

How did CC1CCCN(C(=O)CCCn2c(=S)[nH]c3ccccc3c2=O)C1 (stereo not given) do in these assays?
beta cell repl: 0; TIM10 inh: 12; mIAP activ: 0.99; NLRP3 yeast inh: 7; mIAP inh: 1; hIAP inh: -12; tim10-1 inh: 37; A3G deaminase: -4; APOBEC3A inh: -2

Results for CCCn1c(=O)n(C)c(=O)c2c(SCC(=O)Nc3cc(C)on3)nc(C(C)(C)C)nc21 ?
beta cell repl: -3; TIM10 inh: 5; mIAP activ: 0.93; NLRP3 yeast inh: 18; mIAP inh: 7; hIAP inh: 7; tim10-1 inh: 15; A3G deaminase: -7; APOBEC3A inh: -3

How did COc1cc(OC)c(C(=O)NNC(=O)c2ccccc2-n2cccc2)cc1OC do in these assays?
beta cell repl: -4; TIM10 inh: 3; mIAP activ: 1.1; NLRP3 yeast inh: 6; mIAP inh: -15; hIAP inh: -14; tim10-1 inh: 12; A3G deaminase: -6; APOBEC3A inh: -6

Results for Cc1cc(C(=O)N2CCCC2)n[nH]1 ?
beta cell repl: -3; TIM10 inh: 9; mIAP activ: 1; NLRP3 yeast inh: -10; mIAP inh: -3; hIAP inh: 8; tim10-1 inh: 5; A3G deaminase: -3; APOBEC3A inh: -1

Results for COc1ccc(NC(=O)CN(C)C(=O)c2ccc(COc3ccccc3)o2)cc1 ?
beta cell repl: 7; TIM10 inh: 3; mIAP activ: 1.1; NLRP3 yeast inh: 19; mIAP inh: -7; hIAP inh: 10; tim10-1 inh: -8; A3G deaminase: -7; APOBEC3A inh: -3

How did OCCNc1nc(-c2ccccc2)c2cc(Br)ccc2n1 do in these assays?
beta cell repl: 2; TIM10 inh: 1; mIAP activ: 1; NLRP3 yeast inh: 26; mIAP inh: -3; hIAP inh: -37; tim10-1 inh: 2; A3G deaminase: -5; APOBEC3A inh: -4

What do the screens show for `Cc1ccc(S(=O)(=O)N2CCOCCOCCOCCOCCOCC2)cc1`?
beta cell repl: -1; TIM10 inh: -4; mIAP activ: 1.2; NLRP3 yeast inh: 23; mIAP inh: -15; hIAP inh: 18; tim10-1 inh: -15; A3G deaminase: -1; APOBEC3A inh: -2

What do the screens show for `Cc1oc(-c2ccccc2F)nc1CN1CCC(C(=O)NC2CC2)CC1`?
beta cell repl: -2; TIM10 inh: 1; mIAP activ: 1.1; NLRP3 yeast inh: -13; mIAP inh: -8; hIAP inh: -1; tim10-1 inh: 0; A3G deaminase: -2; APOBEC3A inh: -3

What do the screens show for `CCOC(=O)c1ccc(NC(=O)CSc2nnnn2CCCO)cc1`?
beta cell repl: -3; TIM10 inh: 15; mIAP activ: 1.1; NLRP3 yeast inh: -10; mIAP inh: -7; hIAP inh: 10; tim10-1 inh: 15; A3G deaminase: -6; APOBEC3A inh: 3

Results for Cc1cccc(C(=O)Nc2cccc(C(=O)Nc3cc(C)ccn3)c2)c1 ?
beta cell repl: -1; TIM10 inh: -4; mIAP activ: 0.95; NLRP3 yeast inh: 17; mIAP inh: 5; hIAP inh: -19; tim10-1 inh: -33; A3G deaminase: 8; APOBEC3A inh: -4

What do the screens show for `Cc1cc(C)n(CC(=O)c2ccccc2)c(=O)c1C#N`?
beta cell repl: -1; TIM10 inh: 9; mIAP activ: 1; NLRP3 yeast inh: -4; mIAP inh: -1; hIAP inh: 11; tim10-1 inh: 14; A3G deaminase: -3; APOBEC3A inh: -6

Results for COc1ccccc1NC(=O)N(C1CCCC1)C1CCN(C(C)=O)CC1 ?
beta cell repl: 0; TIM10 inh: 3; mIAP activ: 0.96; NLRP3 yeast inh: 6; mIAP inh: 4; hIAP inh: -6; tim10-1 inh: 10; A3G deaminase: -1; APOBEC3A inh: -2

Continued, starting with the last two of the part before.
What do the screens show for `Cc1cc(C)n(CC(=O)c2ccccc2)c(=O)c1C#N`?
beta cell repl: -1; TIM10 inh: 9; mIAP activ: 1; NLRP3 yeast inh: -4; mIAP inh: -1; hIAP inh: 11; tim10-1 inh: 14; A3G deaminase: -3; APOBEC3A inh: -6

Results for COc1ccccc1NC(=O)N(C1CCCC1)C1CCN(C(C)=O)CC1 ?
beta cell repl: 0; TIM10 inh: 3; mIAP activ: 0.96; NLRP3 yeast inh: 6; mIAP inh: 4; hIAP inh: -6; tim10-1 inh: 10; A3G deaminase: -1; APOBEC3A inh: -2

Results for Cc1noc(C)c1CN1C(=O)c2cccc([N+](=O)[O-])c2C1=O ?
beta cell repl: -3; TIM10 inh: 5; mIAP activ: 0.97; NLRP3 yeast inh: 9; mIAP inh: 3; hIAP inh: 12; tim10-1 inh: -17; A3G deaminase: -6; APOBEC3A inh: -1

What do the screens show for `CCOC(=O)N1CCC(NC(=O)CCCC(=O)O)CC1`?
beta cell repl: -2; TIM10 inh: -20; mIAP activ: 1; NLRP3 yeast inh: 12; mIAP inh: -3; hIAP inh: 3; tim10-1 inh: -11; A3G deaminase: -9; APOBEC3A inh: -3

How did CCCOc1ccc(C(F)(F)F)cc1NC(=O)c1cc(C)on1 do in these assays?
beta cell repl: -2; TIM10 inh: 3; mIAP activ: 0.9; NLRP3 yeast inh: 14; mIAP inh: 10; hIAP inh: 11; tim10-1 inh: -3; A3G deaminase: 0; APOBEC3A inh: 4

How did Cc1cccc2nc(-c3cccnc3)c(Nc3ccccc3)n12 do in these assays?
beta cell repl: 6; TIM10 inh: -3; mIAP activ: 0.95; NLRP3 yeast inh: 8; mIAP inh: 5; hIAP inh: -12; tim10-1 inh: 4; A3G deaminase: -6; APOBEC3A inh: 0

Results for Cc1ccc([N+](=O)[O-])cc1NC(=O)c1ccc2c(c1)OCO2 ?
beta cell repl: -2; TIM10 inh: 4; mIAP activ: 0.98; NLRP3 yeast inh: 17; mIAP inh: 2; hIAP inh: -8; tim10-1 inh: 18; A3G deaminase: -3; APOBEC3A inh: -2

How did c1ccc(CCc2cc3ccccc3[nH]2)cc1 do in these assays?
beta cell repl: -1; TIM10 inh: 10; mIAP activ: 1; NLRP3 yeast inh: 27; mIAP inh: -4; hIAP inh: 5; tim10-1 inh: 7; A3G deaminase: -10; APOBEC3A inh: -4

Results for O=C1C2C3C=CC(C3=C3CCCCC3)C2C(=O)N1Cc1ccccc1 (stereo not given) ?
beta cell repl: -4; TIM10 inh: 9; mIAP activ: 1.1; NLRP3 yeast inh: 17; mIAP inh: -8; hIAP inh: 8; tim10-1 inh: -6; A3G deaminase: -3; APOBEC3A inh: -5

How did Cc1cccc(C)c1OCC(=O)NNC(=O)c1ccoc1C do in these assays?
beta cell repl: 2; TIM10 inh: 0; mIAP activ: 0.91; NLRP3 yeast inh: 11; mIAP inh: 9; hIAP inh: -53; tim10-1 inh: -3; A3G deaminase: -2; APOBEC3A inh: -1

Results for Nc1ccc(C(=O)N/N=C/c2cccc(Oc3ccccc3)c2)cc1 ?
beta cell repl: -3; TIM10 inh: -2; mIAP activ: 1; NLRP3 yeast inh: 19; mIAP inh: -2; hIAP inh: -2; tim10-1 inh: -2; A3G deaminase: 4; APOBEC3A inh: 1

Results for COC(=O)c1ccc(CNC(=O)c2ccc(NS(=O)(=O)c3ccc4[nH]c(=O)[nH]c4c3)cc2)cc1 ?
beta cell repl: 8; TIM10 inh: 3; mIAP activ: 0.94; NLRP3 yeast inh: 0; mIAP inh: 6; hIAP inh: -4; tim10-1 inh: -1; A3G deaminase: -11; APOBEC3A inh: 15

What do the screens show for `Cc1ccc(S(=O)(=O)Nc2ccc(S(=O)(=O)NCC3CCCO3)cc2)cc1` (stereo not given)?
beta cell repl: 2; TIM10 inh: 5; mIAP activ: 0.91; NLRP3 yeast inh: 26; mIAP inh: 9; hIAP inh: -9; tim10-1 inh: -19; A3G deaminase: -6; APOBEC3A inh: 1

Results for O=S1(=O)CCN(Cc2ccc(Cl)c(Cl)c2)CC1 ?
beta cell repl: -2; TIM10 inh: 3; mIAP activ: 1.1; NLRP3 yeast inh: 7; mIAP inh: -6; hIAP inh: 9; tim10-1 inh: 9; A3G deaminase: -4; APOBEC3A inh: -5

Results for CCOC(=O)N1CCN(C(=O)c2ccc(OCC)c(OCC)c2)CC1 ?
beta cell repl: -1; TIM10 inh: 10; mIAP activ: 1; NLRP3 yeast inh: 4; mIAP inh: -2; hIAP inh: -6; tim10-1 inh: 2; A3G deaminase: -5; APOBEC3A inh: -3

What do the screens show for `Cc1ccc(NC(=O)CS(=O)CC(=O)N(CC(=O)NC2CCCC2)c2cccc(C)c2C)cc1` (stereo not given)?
beta cell repl: -2; TIM10 inh: 9; mIAP activ: 1.1; NLRP3 yeast inh: 3; mIAP inh: -6; hIAP inh: 0; tim10-1 inh: 5; A3G deaminase: 0; APOBEC3A inh: 2

Results for CCOC(=O)C(/C=C(\C#N)C(=O)OCC)=C(/N)N1CCN(c2ccc(Cl)cc2)CC1 ?
beta cell repl: 1; TIM10 inh: 0; mIAP activ: 0.99; NLRP3 yeast inh: -1; mIAP inh: 0; hIAP inh: 3; tim10-1 inh: -10; A3G deaminase: 1; APOBEC3A inh: 1

In the list so far, these contain an aryl thioether with sulfur outside any ring:
Results for CCCn1c(=O)n(C)c(=O)c2c(SCC(=O)Nc3cc(C)on3)nc(C(C)(C)C)nc21 ?
beta cell repl: -3; TIM10 inh: 5; mIAP activ: 0.93; NLRP3 yeast inh: 18; mIAP inh: 7; hIAP inh: 7; tim10-1 inh: 15; A3G deaminase: -7; APOBEC3A inh: -3

What do the screens show for `CCOC(=O)c1ccc(NC(=O)CSc2nnnn2CCCO)cc1`?
beta cell repl: -3; TIM10 inh: 15; mIAP activ: 1.1; NLRP3 yeast inh: -10; mIAP inh: -7; hIAP inh: 10; tim10-1 inh: 15; A3G deaminase: -6; APOBEC3A inh: 3
